# A-T KAP1 phos – candidate therapy for ataxia-telangiectasia. […] A-T fibroblasts, KAP-1 phosphorylation AlphaLISA; neocarzinostatin DNA damage 30 min before lysis. Potency, µM (doses to about 57.5 µM), inactives show at the highest dose activation, most hits filed as activators. actives 0.19% (n = 320,000). AID 485349; further: potency means the concentration at half of the fitted maximal effect; % of control where 0% means no effect; nearly all actives have a fitted effect of over 45% in size
#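 ATM-like activity read as KAP-1 phosphorylation via AlphaLISA donor/acceptor antibody pairs after lysis and 6 hr at 25C. Cells were ATM-null patient fibroblasts ([…], hTERT), dosed 60 min, then exposed to the DSB inducer NCS for 30 min.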
# TRPV1 agonist – agonists of human vanilloid receptor 1 (TRPV1) | TRPV1-expressing cells, Fluo-8 calcium influx, agonist mode | activation, % at 8.33 µM | actives 0.19% (n = 320,000); in the data active means activation above about 80%; inconclusive means between about 30% and that limit; further: 0% is about no effect
# Target sequence (Q8NER1 whole entry, looked up): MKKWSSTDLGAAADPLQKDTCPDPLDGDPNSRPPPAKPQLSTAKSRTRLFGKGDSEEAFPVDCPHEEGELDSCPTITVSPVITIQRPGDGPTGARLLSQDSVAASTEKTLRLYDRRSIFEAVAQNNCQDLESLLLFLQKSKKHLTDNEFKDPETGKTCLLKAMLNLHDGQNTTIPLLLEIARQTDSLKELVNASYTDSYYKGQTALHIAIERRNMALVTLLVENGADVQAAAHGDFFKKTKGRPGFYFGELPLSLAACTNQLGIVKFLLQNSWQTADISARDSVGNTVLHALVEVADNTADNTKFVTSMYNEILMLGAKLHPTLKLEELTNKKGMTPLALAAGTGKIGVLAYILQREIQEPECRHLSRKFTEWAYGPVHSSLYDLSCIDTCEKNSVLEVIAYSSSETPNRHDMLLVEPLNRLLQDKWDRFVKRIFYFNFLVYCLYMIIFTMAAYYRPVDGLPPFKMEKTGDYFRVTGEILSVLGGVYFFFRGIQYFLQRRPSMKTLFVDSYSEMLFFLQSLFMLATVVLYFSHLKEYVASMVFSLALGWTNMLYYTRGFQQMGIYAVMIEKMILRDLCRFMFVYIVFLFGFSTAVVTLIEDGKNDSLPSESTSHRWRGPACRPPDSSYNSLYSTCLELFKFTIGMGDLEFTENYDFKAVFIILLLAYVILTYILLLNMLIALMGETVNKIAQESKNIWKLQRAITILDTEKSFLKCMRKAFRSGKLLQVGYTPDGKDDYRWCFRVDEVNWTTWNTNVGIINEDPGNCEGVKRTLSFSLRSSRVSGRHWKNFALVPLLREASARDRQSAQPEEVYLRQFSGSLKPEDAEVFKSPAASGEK
#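 Cells expressing TRPV1 were dye-loaded with Fluo-8 and read kinetically: 10 s baseline, 3 min after compound (agonist portion), then 2 min after EC20 capsaicin (allosteric enhancer portion). Calcium-bound dye fluorescence at 480/520 nm.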
# MLL CXXC-DNA inh – inhibitors of human MLL CXXC domain-DNA interaction | MLL-CXXC / FITC-HOXA9 DNA fluorescence polarization | Potency, µM (titrated, usually from 115 µM), for inactives: top-dose activity change, negative = inhibition, hits mostly inhibitors | Q03164 | actives 0.037% (n = 290,000); active means well fitted inhibition curve with a large enough effect in the polarisation, with a control signal flat, not every such curve was filed as active; inconclusive means small, poorly fitted or top-dose-only effect, or effect the other way, or a change in a side signal; inactive means no such curve, though single readings can be large or run the other way; the % refers to the polarisation; further: potency means the concentration at half of the fitted maximal effect
#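 Steps: dispense CXXC domain solution (7 uM) → pin compounds or unlabeled HOX-A9 DNA control → 5 min ambient → add FLSN-HOX-A9 solution (50 nM) → spin → 30 min ambient → fluorescence polarization. Tris pH 7.5/NaCl/DTT/BSA buffer.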
# Integrin act MD – activators of alpha7 integrin expression for muscular dystrophy | Potency, µM (top dose mostly 38.3 µM), for the others: top-dose activation, hits mostly activators | AID 624291 | alpha7betagal myoblasts, beta-gal FDG fluorescence, 48 h | actives 0.064% (n = 350,000);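 further: potency means the concentration at half of the fitted maximal effect; 100% = response of the positive control SU9516; nearly all actives have a fitted effect of over 60% in size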
#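 Alpha7betagal+/- myoblasts (passage 13) were plated 16-24 hr, then exposed to compounds (1:260 dilution of DMSO stock) for 48 hours at 37C. After MPER lysis, β-galactosidase reporter activity was read as FDG fluorescence (ex 480/em 540) after 30 minutes.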
# BRCA1 expr act – BRCA1 expression activation | Potency, µM (series often up to 46.1 µM), for inactives: top-dose activation, hits mostly activators | MCF7-BRCA1-FFLuc reporter, luminescence, 48 h; response scale: scaled: vehicle 0%, 10 µM genistein 100% | AID 624202 | actives 1.1% (n = 380,000); further: potency means the concentration at half of the fitted maximal effect; nearly all actives have a fitted effect of over 80% in size; some results filed as inactive show a strong effect at the top dose
#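 Activators of BRCA1 expression were detected as increased firefly luciferase luminescence in engineered MCF7 cells after 48 h compound incubation. Signals were scaled to genistein 10 microM as full activation.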
# B2AR arrestin – agonists driving beta-arrestin recruitment to human beta2-adrenergic receptor. P07550. beta-arrestin recruitment to beta2AR, cell-based reporter. Potency, µM (top dose mostly 46.1 µM), inactives show top-dose activation, hits mostly activators. actives 0.02% (n = 330,000);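 further: potency means the concentration at half of the fitted maximal effect; 0% = DMSO controls and full agonism = EC100 isoproterenol or metaproterenol; nearly all actives have a fitted effect of over 65% in size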
# p53 reactivation – mutant p53 re-activation in reporter cells; H1299 p53-A138V BP100-luciferase reporter, luminescence, 24 h; Potency, µM (titrated, usually from 92.2 µM), for the others: top-dose activity change, positive = activation, hits mostly activators; actives 0.063% (n = 320,000); AID 504706; further: potency means the concentration at half of the fitted maximal effect; % of control where 0% means no effect; nearly all actives have a fitted effect of over 45% in size
#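 H1299 (p53-null), stable ts p53-A138V + BP100-Luc; 1000 cells/well, Opti-MEM/10% FBS; cpd 4 pt, 1:5; 24 h, 37 deg C, 5% CO2; detection reagent 10 min RT; luminescence.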
# TCR activator – activators of T cell receptors | primary human leukocytes, anti-CD3, IL-2 HTRF, 48 h | Potency, µM (doses to about 9.22 µM), inactives show at the top dose activation of IL-2 secretion, actives largely listed as activators | 330,000 tested, under 10 active; further: % of control where 0% means no effect
#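 HTRF read-out of IL-2 secretion: europium cryptate donor excited at 320nm, d2 acceptor emission at 665nm. Cells were primary human leukocytes incubated 48 hr with compounds and a-CD3 beads, supplying TCR signal only.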
# PTAP TSG101 blk – blocks PTAP/TSG101 interaction to inhibit HIV-1 budding; 340,000 tested, under 10 active; Fluorescence polarization, FITC-PTAP peptide / Tsg101 binding; AID 493005; Potency, µM (top dose mostly 115 µM), inactives show at the top dose activity change, negative = inhibition, usual class: inhibitors; active means well fitted inhibition curve with a large enough effect in the main read-out, with a control signal flat, not every such curve was filed as active; inconclusive means small, poorly fitted or top-dose-only effect, or effect the other way, or a change in a side signal; inactive means no such curve, though single readings can be large or run the other way; further: potency means the concentration at half of the fitted maximal effect; % of control where 0% means no effect
#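 Tsg101 binding domain (10 uM final) was mixed with compound and a FITC-labeled PTAP peptide (50 nM final) in HEPES pH 7.5 buffer with NaCl, Tween 20, EDTA and TCEP; fluorescence polarization was read after 20 min at r.t.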
# ELG1 repair inh – blocks ELG1-dependent DNA repair in HEK293T cells; HEK293T ELG1-luciferase reporter, luminescence, 16 h; DNA damage induced by 5-fluorouridine; Potency, µM (highest dose often 46.1 µM), for inactives: at the top dose activity change, negative = inhibition, actives largely listed as inhibitors; actives 2.3% (n = 330,000); AID 504467; further: potency means the concentration at half of the fitted maximal effect; on the % scale 0 is the no-effect control and ±100 the full control effect; nearly all actives have a fitted effect of over 55% in size
#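 Overnight (16 hr) co-exposure of 2,000 cells/well to 5-fluorouridine and compound at 37 °C preceded detection. Luciferase was quantified via ONE-Glo luminescence; loss of signal denotes inhibition.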
# * marks the source's active call; other numbers are inactive results; u = inconclusive; x = not tested or not shown; [ ] = another dose, or the depositor's remark. Unless noted, the call rests on the fitted dose curve; in most records, active means well fitted curve in the direction sought with a large enough effect; inconclusive means small, poorly fitted or top-dose-only effect, or another doubt; inactive means no such curve, though single readings can be large; an effect the other way counts as inactive or inconclusive.
SMILES,A-T KAP1 phos,TRPV1 agonist,MLL CXXC-DNA inh,Integrin act MD,BRCA1 expr act,B2AR arrestin,p53 reactivation,TCR activator,PTAP TSG101 blk,ELG1 repair inh
CCC(=O)Nc1cc(SCCO)cc([N+](=O)[O-])c1,-2%,2,8%,32%,10%,0.1%,7%,x,x,9%
Cc1ccc(S(=O)(=O)NN=C2CC3CCC2(C)C3(C)C)cc1 (configuration not stated),x,x,x,-5%,-20%,x,x,-1%,-5%,x
NC(=O)CC[C@@H]1NC(=O)[C@H](Cc2ccc(O)cc2)NC(=O)c2cc([N+](=O)[O-])cc(F)c2OCC[C@@H](C(N)=O)NC1=O,14%,-1,-5%,3%,7%,-0.9%,12%,0%,1%,3%
CCc1cccc(NC(=O)C2CCCN(S(=O)(=O)c3ccc4[nH]c(=O)ccc4c3)C2)c1 (configuration not stated),4%,7,1%,17%,-24%,0.0%,-4%,4%,-1%,0%
CCSc1cnnc2ccccc12,x,x,x,2%,-1%,x,x,-7%,-4%,x
O=C(Nc1ccc(Cc2ccc(NC(=O)C3CC3)c(O)c2)cc1O)C1CC1,12%,4,12%,-19%,8%,-1.1%,1%,x,-7%,-7%
CN1CCN(Cc2nc3c([nH]2)c(=O)[nH]c(=O)n3C)CC1,6%,-4,-11%,20%,6%,-0.7%,-4%,-3%,-7%,8%
CCC(=O)N(CCC(c1ccco1)C(C)C)Cc1ccccc1 (configuration not stated),-4%,u,-9%,-6%,-13%,5.4%,10%,1%,0%,2%
CC(C)CCN1C(Nc2ccccc2)=NC[C@@H]1CC(C)C,0%,1,21%,0%,-19%,0.1%,x,8%,-7%,12%
Cc1occc1-c1nnc(SCCCC(=O)c2ccc(F)cc2)n1C,-2%,1,-1%,-11%,-2%,-1.6%,-1%,-3%,-1%,-8%
COC(=O)c1cc(CNC(=O)C2CC(=O)N(c3ccc4c(c3)OCCO4)C2)ccc1OC (configuration not stated),5%,x,x,-29%,-4%,-0.1%,-1%,-1%,-2%,u
O=C(CC1Nc2ccccc2NC1=O)Nc1cc(Cl)cc(Cl)c1 (configuration not stated),-3%,-1,2%,1%,-52%,-0.2%,1%,x,-9%,0%
O=C(Nn1c(-c2ccccc2)nc2ccccc2c1=O)c1cccs1,12%,9,10%,3%,-24%,-1.2%,-10%,-5%[46.1 µM],-9%,13%
COc1cc(C(=O)N(C)Cc2cccc(OC)c2OC)ccc1OCC(=O)Nc1cccc(C(F)(F)F)c1,-2%,-2,x,-40%,-61%,-0.8%,-7%,-18%,-5%,u
CCOc1ccccc1OCC(=O)Nc1cc2c(cc1C(=O)O)OCCCO2,-2%,-1,-3%,-27%,2%,0.1%,-2%,-3%,-2%,-4%
CN(c1ccccc1)c1nc(N)c([N+](=O)[O-])c(N2CCCC2)n1,-1%,3,-17%,17%,11µM*,-0.8%,u,-6%,-6%,u
Cc1ccc(C(c2nnnn2Cc2cccs2)N2CCN(C(=O)c3ccco3)CC2)cc1 (configuration not stated),1%,2,-9%,12%,1%,-0.2%,-17%,5%,-7%,-6%
Cc1ccc(S(=O)(=O)CCC(=O)Nc2ccc(Br)cc2)cc1,-5%,u,40%,1%,-2%,-0.3%,-1%,0%,-1%,7%
CCCNS(=O)(=O)c1ccc(CCC(=O)N2CCOCC2)cc1,2%,1,2%,-8%,-22%,-0.4%,-11%,x,-4%,-2%
O=C(CSc1n[nH]c(-c2ccco2)n1)Nc1ccccc1Cl,-3%,-1,-1%,u,-21%,-0.4%,-6%,3%,-5%,-1%
Cc1ccc2nc(N/N=C/c3ccccc3F)nc(-c3ccccc3)c2c1,6%,u,11%,11%,-30%,-0.8%,4%,-4%[46.1 µM],0%,u
Cc1c(N(C)C(=O)C23CC4CC(CC(C4)C2)C3)c(=O)n(-c2ccccc2)n1C,-4%,2,0%,-11%,-2%,-0.7%,-1%,0%,-11%,u
NC(=O)c1ccc(C23CC4CC(CC(C4)C2)C3)o1,-2%,3,4%,14%,-20%,-1.3%,16%,1%[46.1 µM],-4%,1%
CCOc1ccc(N=C2SCC(=O)N2CC)cc1,8%,0,-8%,27%,9%,-0.3%,x,x,-5%,22%
Cc1nc2nc3c(c(=O)n2[nH]1)CCC3,1%,3,11%,7%,10%,-0.1%,-7%,0%,0%,12%
CN(Cc1ccccc1)C(=O)c1cccc(NC(=O)Cc2ccc(NC(=O)C3CCCN(C(=O)c4ccccc4)C3)cc2)c1 (configuration not stated),x,x,x,17%,-1%,x,x,-9%,0%,x
COC(=O)Cc1[nH]nc2c1C(c1c[nH]c3ccccc13)C(C#N)=C(N)O2 (configuration not stated),5%,-2,2%,-17%,-30%,-0.3%,14%,-8%,-3%,u
COc1ccc(N(CC(=O)NCc2ccccc2Cl)S(=O)(=O)c2c(C)n[nH]c2C)cc1,0%,0,-20%,28%,-21%,-0.1%,-6%,-7%,-5%,2%
O=C(c1ccc(CS(=O)Cc2ccc(Cl)cc2)o1)N1CCN(c2cccc(Cl)c2)CC1 (configuration not stated),-1%,-2,7%,-10%,-10%,0.0%,-8%,2%,-2%,u
COc1ccc(CCNC(=O)c2ccc(S(=O)(=O)N(C)c3ccccc3)cc2)cc1OC,3%,2,1%,-15%,10%,0.1%,-5%,-2%,-8%,2%
COc1ccc2c(c1OC)C(=O)OC2n1c(O)c(N=NC(C)=O)c2ccccc21 (configuration not stated),2%,2,-5%,-19%,12%,0.1%,0%,2%,-1%,-2%
COc1cccc(N(CC(=O)N2CCN(C)CC2)S(=O)(=O)c2ccc(C)cc2)c1,0%,-1,-5%,13%,-24%,-0.1%,-7%,-4%,-1%,-10%
Cc1nnsc1C(=O)NNS(=O)(=O)c1cc(C(F)(F)F)cc(C(F)(F)F)c1,-1%,0,19%,-19%,-11%,-0.9%,0%,-26%,2%,1%
Cc1cc(NC(=O)c2cc(C)on2)no1,4%,4,6%,-13%[7.66 µM],19%,3.4%,2%,x,-7%,u
CN1CCN(c2ccc(Cl)cc2NC(=O)C2COc3ccccc3O2)CC1 (configuration not stated),2%,-4,-3%,-42%,-72%,-0.3%,-21%,2%,-2%,u
O=C(NC(c1ccccc1)c1ccccc1)C1CCCN(S(=O)(=O)c2cnc[nH]2)C1 (configuration not stated),-3%,2,3%,22%,-14%,-0.2%,-3%,0%,0%,-2%
COc1cccc(NC(=O)CSc2nc3n[nH]c(C)c3c(=N)n2-c2cccc(OC)c2)c1,2%,-3,44%[activator],-15%,-45%,-0.4%,-5%,4%,-2%,u
Cc1nc(-c2ccc(NS(=O)(=O)c3ccccc3)cc2)cs1,6%,u,-11%,12%,1%,0.5%,-1%,-2%,-4%,0%
CN(C)N1C(=O)CC(NNC(=O)c2ccncc2)C1=O (configuration not stated),11%,2,7%,1%,30%,1.0%,-3%,-3%[46.1 µM],1%,-1%
O=C(C1CCCO1)N1CCN(S(=O)(=O)c2ccc(Br)cc2)CC1 (configuration not stated),2%,0,10%,37%,-16%,-0.7%,-11%,-5%,-2%,-4%
O=C(NCC1COc2ccccc2O1)c1cc2ccccc2o1 (configuration not stated),2%,u,-1%,2%,87%,-0.5%,18%,6%[46.1 µM],-10%,u
O=C(COC(=O)c1nc(Cl)ccc1Cl)NCCc1ccccc1,10%,1,x,0%,0%,-0.1%,0%,1%,-3%,2%
COc1ccc(CNC(=O)CN(Cc2ccco2)C(=O)CCC(=O)Nc2ccccn2)cc1,-2%,9,-2%,-13%,-7%,0.1%,-4%,1%,-1%,6%
CC(C)N1CCN(Cc2ccc(Sc3nncn3C)o2)CC1CCO (configuration not stated),8%,-1,-6%,0%,10%,2.7%,2%,-2%,0%,u
COc1ccccc1N1CCN(c2cc(=O)n(Cc3ccc(F)cc3)c(=O)[nH]2)CC1,0%,25,16%,12%,-36%,0.2%,-11%,6%[46.1 µM],-1%,-18%

# An excerpt of these results, with two lines to a compound:
# Below each SMILES: A-T KAP1 phos | TRPV1 agonist | MLL CXXC-DNA inh | Integrin act MD | BRCA1 expr act | B2AR arrestin | p53 reactivation | TCR activator | PTAP TSG101 blk | ELG1 repair inh
- Cc1nnsc1C(=O)NNS(=O)(=O)c1cc(C(F)(F)F)cc(C(F)(F)F)c1
→ -1% | 0 | 19% | -19% | -11% | -0.9% | 0% | -26% | 2% | 1%
- Cc1cc(NC(=O)c2cc(C)on2)no1
→ 4% | 4 | 6% | -13%[7.66 µM] | 19% | 3.4% | 2% | x | -7% | u
- CN1CCN(c2ccc(Cl)cc2NC(=O)C2COc3ccccc3O2)CC1 (configuration not stated)
→ 2% | -4 | -3% | -42% | -72% | -0.3% | -21% | 2% | -2% | u
- O=C(NC(c1ccccc1)c1ccccc1)C1CCCN(S(=O)(=O)c2cnc[nH]2)C1 (configuration not stated)
→ -3% | 2 | 3% | 22% | -14% | -0.2% | -3% | 0% | 0% | -2%

# Source: PubChem BioAssay
